Bioassay records from PubChem BioAssay.
RGS7-Gao – modulates binding of RGS7 to human Galphao. Multiplexed bead flow cytometry; actives lie on both sides. binding response (% of control), % at 10 µM. 220,000 tested, 0.35% active; in the data active = binding response below about 49% or above about 150%; inconclusive = no clear call, values can overlap the other calls; inactive = in between;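 note: fluorescent Galphao held in activated GDP-AlF4 state binding bead-coupled RGS7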
RGS8-Gao reg – human RGS8-Galphao interaction regulation. P09471. multiplexed bead flow cytometry, RGS8-Galphao binding; actives lie on both sides. response (percent of control binding), % at 10 µM. 220,000 tested, 0.34% active; in the data active = response below about 60% or above about 140%; inactive = in between;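 note: Galphao activated as the GDP aluminium fluoride complex binding bead-coupled RGS8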
Bim-Bcl-W – disrupts Bim peptide binding to human Bcl-W | 190,000 tested, 0.02% active | inhibition, % at 10 µM | Q92843 | bead-based flow cytometry;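 note: 0% = bound tracer without compound and 100% = peptide blocker; higher means less fluorescent Bim peptide bound to Bcl-W beads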
Target sequence (Q92843 whole entry, looked up): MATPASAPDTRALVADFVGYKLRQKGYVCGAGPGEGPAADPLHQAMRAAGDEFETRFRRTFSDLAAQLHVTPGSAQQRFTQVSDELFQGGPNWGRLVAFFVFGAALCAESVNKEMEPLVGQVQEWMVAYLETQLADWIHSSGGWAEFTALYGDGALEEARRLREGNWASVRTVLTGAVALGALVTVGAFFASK
Mcl1-Noxa inh – disrupts binding of human Mcl-1 to Noxa peptide; Q07820; TR-FRET Mcl-1/Noxa peptide binding, 2 h; inhibition, % at 21.7 µM; 220,000 tested, 1.5% active; AID 1022;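 active = compounds that cut the protein-peptide binding signal by more than 50% relative to plate controls in a single-dose test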;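 note: His-tagged Mcl-1 with rhodamine Noxa BH3 peptide and terbium anti-His antibody; 0% = Mcl-1 plus Noxa peptide wells and 100% = peptide-only wells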
Target sequence (Q07820 whole entry, looked up): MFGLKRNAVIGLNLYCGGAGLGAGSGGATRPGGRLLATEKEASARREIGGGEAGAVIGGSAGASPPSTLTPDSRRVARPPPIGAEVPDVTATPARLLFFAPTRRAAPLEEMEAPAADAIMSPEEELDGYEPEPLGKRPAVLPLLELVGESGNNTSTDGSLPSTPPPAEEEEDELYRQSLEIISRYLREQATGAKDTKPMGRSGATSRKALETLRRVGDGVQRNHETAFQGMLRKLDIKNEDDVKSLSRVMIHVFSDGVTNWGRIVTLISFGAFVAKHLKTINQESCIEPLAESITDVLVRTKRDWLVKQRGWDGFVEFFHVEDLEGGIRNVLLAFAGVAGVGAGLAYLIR
Bcl-2 Bim block – disrupts Bim peptide binding to human Bcl-2 | P10415 | Bead-based flow cytometry, Bim peptide-Bcl-2 binding | inhibition, % at 10 µM | 190,000 tested, 0.06% active | AID 950; in the data active = inhibition above about 40%; inconclusive = no clear call, values can overlap the other calls;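 note: 0% = no compound wells with probe peptide and 100% = reference peptide inhibitor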
Mcl1 Bid PPI – disrupts binding of human Mcl-1 to Bid peptide; TR-FRET Mcl-1/Bid-Dy647 peptide binding, 1536-well; inhibition, % at 21.7 µM; 220,000 tested, 0.97% active;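 active = compounds that cut the binding signal by more than half at the single screening dose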;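 note: His-tagged Mcl-1 with europium anti-His antibody binding Bid BH3 peptide; 0% = Mcl-1 plus peptide wells and 100% = peptide-only wells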
Bfl-1 Bim block – inhibitors of Bim-Bfl-1 interaction, human; Q16548; inhibition, % at 10 µM; Bead-based flow cytometry, Bim-Bfl-1 binding inhibition; 190,000 tested, 0.12% active;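 note: 0% = wells without compound plus tracer and 100% = blocker peptide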
Bcl-XL Bim block – disrupts Bim peptide binding to human Bcl-XL; Q07817; 190,000 tested, 0.04% active; inhibition, % at 10 µM; bead flow cytometry, fluorescence
Target sequence (Q07817 whole entry, looked up): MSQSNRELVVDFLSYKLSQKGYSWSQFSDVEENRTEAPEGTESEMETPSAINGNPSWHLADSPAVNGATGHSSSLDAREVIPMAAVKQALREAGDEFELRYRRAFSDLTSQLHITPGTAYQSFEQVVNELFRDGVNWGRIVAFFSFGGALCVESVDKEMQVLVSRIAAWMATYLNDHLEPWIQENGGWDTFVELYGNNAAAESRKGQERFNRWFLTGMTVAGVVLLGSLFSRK
RGS4-Gao reg – human RGS4-Galphao interaction regulation | P09471 | Multiplexed bead flow cytometry, RGS4-Galphao binding; actives lie on both sides | binding response (% of control), % at 10 µM | 220,000 tested, 0.33% active | AID 1415; in the data active = binding response below about 49% or above about 150%; inactive = in between;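 note: fluorescent Galphao activated with aluminum fluoride binding bead-coupled RGS4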
Bim-Mcl-1 – disrupts Bim peptide binding to human Mcl-1; Bead-based flow cytometry, Bim peptide-Mcl-1 binding; inhibition, % at 10 µM; 190,000 tested, 0.1% active; AID 1009;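 note: 0% = no compound tracer wells and 100% = peptide blocker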
Bim-Bcl-B – disrupts Bim peptide binding to human Bcl-B | Q9HD36 | bead-based flow cytometry | inhibition, % at 10 µM | 190,000 tested, 0.073% active;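 note: 0% = tracer peptide without compound and 100% = reference inhibitor peptide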
Target sequence (Q9HD36 whole entry, looked up): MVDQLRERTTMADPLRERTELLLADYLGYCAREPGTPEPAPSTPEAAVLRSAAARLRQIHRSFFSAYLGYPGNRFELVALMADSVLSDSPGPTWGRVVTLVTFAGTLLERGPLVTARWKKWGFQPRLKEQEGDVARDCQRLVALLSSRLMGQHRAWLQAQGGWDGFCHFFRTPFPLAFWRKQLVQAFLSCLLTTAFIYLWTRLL
Numbers without * were called inactive; ? = inconclusive; nt = not tested or not shown. Cut-off read from the data, not from the text of the source, unless noted: active = inhibition above about 40%.

canonical_smiles	RGS7-Gao	RGS8-Gao reg	Bim-Bcl-W	Mcl1-Noxa inh	Bcl-2 Bim block	Mcl1 Bid PPI	Bfl-1 Bim block	Bcl-XL Bim block	RGS4-Gao reg	Bim-Mcl-1	Bim-Bcl-B
O=C(CCCC(=O)N(CC(=O)NC1CCCC1)Cc1ccc(F)cc1)Nc1ccccn1	98.9	97.2	0.0	0.0	-2.0	-47.5	-2.0	0.0	99.8	-2.0	-1.0
CC(=O)NC12CC3CC(C)(C1)CC(NC(C)=O)(C3)C2	101.3	103.9	7.0	-8.4	-1.0	-22.6	-12.0	0.0	103.5	2.0	-5.0
CCCCOc1ccc(Nc2nc(C)cc(C)c2C#N)cc1	98.7	102.9	0.0	-2.3	1.0	-9.1	0.0	-3.0	100.3	1.0	-2.0
S=C(NC1CCCC1)N1CCN(c2ncccn2)CC1	?	99.2	0.0	3.8	1.0	-43.3	-2.0	0.0	99.5	4.0	-11.0
Cc1ccc(OCC(=O)Nc2ccc(S(=O)(=O)N3CCN(C)CC3)cc2)cc1	106.2	107.2	-2.0	3.8	1.0	-0.3	1.0	-2.0	106.3	-3.0	-2.0
Cn1cc(-c2ccccc2C(N)=O)c(=O)c2cc(Cl)ccc21	100.9	104.0	0.0	18.2	0.0	-6.8	-6.0	1.0	105.1	-1.0	3.0
O=c1cc(N2CCc3ccccc32)[nH]c(=O)n1Cc1ccc(F)cc1	92.0	80.1	-5.0	19.4	0.0	-25.2	4.0	-9.0	93.3	-5.0	0.0
Cc1cccc(S(=O)(=O)N(CC(=O)Nc2ccccc2C)Cc2ccco2)c1	98.5	98.2	-3.0	-8.6	-5.0	-57.8	-3.0	-5.0	101.8	-3.0	-2.0
Cc1nc(CN2CCN(C(=O)CCc3nnc(Cc4c[nH]c5ccccc45)o3)CC2)cs1	107.6	104.6	-1.0	11.7	-1.0	-15.2	2.0	-4.0	105.2	-8.0	7.0
O=C(O)CNC(=O)/C(=C/c1ccco1)NC(=O)/C=C/c1ccccc1	97.7	97.9	5.0	15.1	12.0	-33.9	11.0	9.0	100.5	5.0	8.0
C=CCc1cccc(/C=N/NC(=O)CCC(=O)Nc2ccc(C)cc2)c1O	97.6	103.9	-1.0	19.9	-1.0	9.9	0.0	-1.0	101.7	-2.0	-3.0
Cc1ccsc1/C=N\NC(=O)c1n[nH]c2c1CCC2	102.2	103.0	-4.0	11.2	-5.0	-14.7	-4.0	-7.0	100.3	-7.0	-10.0
C=CCN1C2=NCCCN2c2ccccc21	?	102.3	nt	7.3	nt	-6.0	nt	nt	104.7	nt	nt
COc1cc(/C=C2\SC(=S)N(N3CCOCC3)C2=O)ccc1O	?	103.0	nt	29.6	nt	-35.4	nt	nt	102.5	nt	nt
CCS(=O)(=O)N1CCN(C(=O)c2cc(OC)cc(OC)c2)CC1	94.6	100.2	-1.0	-10.1	-2.0	-7.5	0.0	-1.0	99.5	-1.0	-1.0
CCO[C@@H]1OC(C(=O)NC2CC2)=C[C@H](c2c[nH]c3ccccc23)[C@H]1CCCO	?	103.2	nt	13.9	nt	-51.4	nt	nt	102.5	nt	nt
CON(c1nc(N(C)C)nc(N(C)C)n1)S(=O)(=O)c1ccccc1Cl	101.8	102.4	2.0	15.6	0.0	10.2	-3.0	-3.0	102.0	-2.0	-1.0
Cc1nc2cc(S(=O)(=O)C(F)(F)F)ccc2s1	100.0	106.0	-3.0	18.2	-3.0	-0.9	-3.0	-6.0	101.1	-4.0	-5.0
CCN(CC)C(=O)C1=C(C)Nc2nc3ccccc3n2C1c1cccc(OC)c1 (centres undefined)	100.7	98.8	-3.0	25.3	-1.0	-14.1	-2.0	-3.0	97.5	-3.0	-4.0
COc1ccc(C(=O)NNC(=O)CSc2nnc(C)n2C)cc1	101.8	100.4	-2.0	14.4	0.0	-6.2	-5.0	0.0	103.4	-2.0	-3.0
Nc1cccc(-c2ccc(CO)o2)c1	97.0	96.8	3.0	20.9	0.0	-63.2	4.0	0.0	100.7	0.0	0.0
CC(C)NS(=O)(=O)c1ccc(OCC(=O)Nc2cccc(F)c2)cc1	95.3	93.5	-1.0	8.0	-3.0	-14.5	-2.0	-4.0	95.8	3.0	-3.0
O=[N+]([O-])c1ccc(N2CCC(O)CC2)nc1	100.1	100.5	-1.0	10.1	-6.0	-18.7	-2.0	-4.0	101.3	-4.0	-4.0
O=C(NCc1cccnc1)c1noc2c1CCCC2	93.5	84.5	-2.0	33.2	-3.0	-4.7	0.0	-2.0	90.4	-5.0	-3.0
CC(=O)C1=C(C)NC(=O)CC1c1ccc(Br)cc1 (centres undefined)	102.8	101.5	-1.0	1.4	-4.0	-27.5	-6.0	-5.0	100.2	-1.0	-1.0
COc1cc(/C=N/NC(=O)COc2ccccc2C)ccc1OC(=O)c1cccs1	103.3	96.9	2.0	10.8	2.0	-6.1	3.0	4.0	104.2	1.0	2.0
Cc1cccc(NC(=O)c2cc(Cl)nc3ccccc23)c1	108.1	139.2	4.0	5.7	-1.0	1.6	1.0	4.0	111.8	-2.0	1.0
Cc1cc2n(n1)C(c1ccc3c(c1)OCO3)Nc1ccccc1-2 (centres undefined)	95.4	90.8	0.0	46.8	-10.0	-7.4	-12.0	-7.0	92.1	0.0	-7.0
CN(c1ccc(Cl)cc1)c1cc(=O)n(C)c2ccccc12	98.4	99.5	1.0	13.9	-13.0	-4.3	-21.0	-4.0	98.3	0.0	-9.0
O=C(N/N=C1\CCS(=O)(=O)c2ccc(F)cc21)c1ccc([N+](=O)[O-])cc1	?	100.3	nt	-9.9	nt	-24.4	nt	nt	99.0	nt	nt
CCOC(=O)c1c(/N=C/C2C(=O)CCCC2=O)sc2c1CCCC2	95.9	103.4	-1.0	-1.3	-4.0	-24.3	-7.0	-5.0	98.9	-1.0	-4.0
Cc1cc(C(=O)NNC(=O)Nc2cccc(C(F)(F)F)c2)no1	?	102.3	0.0	5.0	-1.0	-22.9	-1.0	-1.0	99.2	-3.0	-3.0

Single values from above:
COc1cc(/C=N/NC(=O)COc2ccccc2C)ccc1OC(=O)c1cccs1 in Mcl1-Noxa inh has 10.8
Cc1cc(C(=O)NNC(=O)Nc2cccc(C(F)(F)F)c2)no1 in Bcl-XL Bim block has -1.0

Next section.
canonical_smiles	RGS7-Gao	RGS8-Gao reg	Bim-Bcl-W	Mcl1-Noxa inh	Bcl-2 Bim block	Mcl1 Bid PPI	Bfl-1 Bim block	Bcl-XL Bim block	RGS4-Gao reg	Bim-Mcl-1	Bim-Bcl-B
CCc1nnc(NS(=O)(=O)c2ccc(NC(=S)NC(=O)c3cccnc3)cc2)s1	98.5	101.4	-3.0	22.0	-4.0	-45.7	-7.0	-5.0	102.9	-1.0	-6.0
O=c1[nH]cc(-c2ccccc2)c(=O)[nH]1	?	100.4	nt	0.0	nt	-12.1	nt	nt	104.7	nt	nt
CCC(=O)N/N=C(\C)CC(=O)Nc1ccc(Cl)cc1	99.6	102.2	0.0	10.8	0.0	-5.8	-2.0	-4.0	97.9	1.0	-2.0
COc1ccc(OC)c(NC(=O)CCCN2C(=O)C3C4C=CC(C4)C3C2=O)c1 (centres undefined)	90.2	92.7	1.0	-9.1	-2.0	-2.2	0.0	-1.0	91.4	-2.0	-2.0
CCC1=NN(C(=O)CCc2ccccc2)C(O)(C(F)(F)F)C1 (centres undefined)	101.8	99.1	2.0	2.4	-7.0	-15.1	-8.0	-3.0	99.9	-1.0	-7.0
Cc1cccc(NC(=O)Cc2cccs2)n1	96.1	96.7	-3.0	7.5	-10.0	-21.5	-18.0	-5.0	90.2	-3.0	-9.0
O=S(=O)(c1ccccc1)c1cnc(-c2ccccc2)nc1N1CCCCC1	?	103.3	0.0	10.3	-2.0	-8.9	-4.0	0.0	104.7	-1.0	-2.0
Cc1nn(C)c(Sc2ccccc2N)c1[N+](=O)[O-]	?	99.6	0.0	8.9	1.0	-43.8	16.0	-5.0	105.0	-1.0	-28.0
COc1ccccc1-[n+]1c(C)cc(/C=C2\Sc3ccccc3N2C)cc1C	?	102.5	nt	-38.7	nt	-47.4	nt	nt	107.4	nt	nt
N#Cc1ccc(C(c2nnnn2C2CCCC2)N2CCC(Cc3ccccc3)CC2)cc1 (centres undefined)	102.6	100.0	0.0	-11.2	2.0	-51.9	2.0	0.0	104.6	1.0	0.0
Cc1[nH]c(=S)c(C#N)c2c1CCCC2	116.5	91.1	-4.0	42.0	1.0	-49.4	9.0	-9.0	97.3	-6.0	-57.0
CSc1ccc(/C=C(\C#N)C(=O)Nc2cccc(C)c2)cc1	104.1	103.3	-6.0	17.4	-4.0	11.9	-9.0	-6.0	106.4	0.0	-10.0
Cc1ccc(NC(=O)/C(=C/c2cccc([N+](=O)[O-])c2)NC(=O)C2CCCCC2)cc1	97.6	101.9	-1.0	-1.8	0.0	-2.9	0.0	0.0	99.2	2.0	0.0
COc1ccc(N=C2SC(C(=O)Nc3ccc(F)cc3)CC(=O)N2C)cc1 (centres undefined)	98.0	99.0	0.0	21.6	-3.0	6.9	-1.0	-1.0	99.9	0.0	-3.0
CCOC(=O)c1cc(-c2ccco2)nc2c1c(C)nn2-c1ccccc1	96.1	98.6	13.0	56.1*	0.0	14.5	6.0	-6.0	98.1	5.0	-3.0
NC(=O)c1cn(-c2ccccc2)nc1-c1cccnc1	94.1	95.5	2.0	8.3	0.0	-11.7	1.0	1.0	99.5	4.0	6.0
COc1ccc(CCNCC(O)COc2cccc(Br)c2)cc1OC (centres undefined)	?	100.6	nt	8.5	nt	-6.7	nt	nt	100.5	nt	nt
COC(=O)CC1=NN(c2ccc(OC)cc2)C(=O)/C1=C\c1ccc(Cl)cc1	97.5	96.6	2.0	-1.1	11.0	-52.5	14.0	-4.0	98.8	-2.0	3.0
O=C(C1CCCN(Cc2ccncc2)C1)N1CCc2ccccc2C1 (centres undefined)	99.6	100.1	-2.0	5.0	-6.0	21.0	-16.0	-6.0	99.4	-5.0	-6.0
Cc1cc(C(=O)N/N=C/c2cccn2C)no1	112.6	109.8	-1.0	13.3	-13.0	-45.5	-5.0	-1.0	105.0	0.0	-6.0
Cc1ccc(CC(=O)NCCCn2ccnc2)cc1	99.3	98.2	3.0	2.2	1.0	-13.6	4.0	2.0	96.4	0.0	-1.0
O=C(c1ccccc1Nc1ccc(SC(F)F)cc1)N1CCCCCC1	106.0	101.7	1.0	9.1	-4.0	-4.1	-4.0	0.0	98.6	0.0	1.0
O=C1CCCCN1CCc1c[nH]c2ccccc12	101.2	104.0	-5.0	7.3	4.0	-33.4	-7.0	-7.0	101.0	-4.0	-8.0
COc1ccc(C2c3c(ccc4ccccc34)Oc3ncn4nc(-c5ccco5)nc4c32)cc1 (centres undefined)	102.2	103.3	-5.0	14.3	-6.0	-31.2	-10.0	-6.0	99.3	-5.0	-11.0
CN1CCN(CCc2nc3cc(NC(=O)c4ccco4)ccc3n2C)CC1	?	99.3	nt	1.0	nt	-28.8	nt	nt	94.6	nt	nt
